# MRP resist rev – compounds reversing MRP-mediated drug resistance. AID 602. 85,000 tested, 0.04% active. differential viability (reversal), % at 10 µM. H69AR cells + 2 uM doxorubicin, CellTiter-Glo, 72 h;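 active = viability drop by adding the cancer drug above about 55%, with treated viability meeting a 40% cutoff, limit read from the data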;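 also: viability without doxorubicin minus viability with 2 µM doxorubicin for each compound; larger differential means the compound sensitizes cells more to doxorubicin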
# PLAP inhibition – inhibition of human placental alkaline phosphatase – biochemical, luminescence, HTS (AID 690); purified PLAP, luminescent substrate; higher % means a stronger effect; 96,000 tested, 0.08% active; inhibition, % at 20 µM; hits with a dose series show IC50 in µM; in the data active = a potency from the dose series; inactive = the rest, 99 in 100 with inhibition below about 30%; also: strong numbers were not always called active
# NFkB transloc pot – enhances IL-1B driven NFkB nuclear translocation; HUVEC IL-1B NFkB p65 nuclear translocation imaging; 94,000 tested, 0.3% active; activation, % at 2 µM; AID 819;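 active = activation above 40%, about the mean plus 3 SD, also judged a hit on visual image review; inconclusive = activation above 40% but not a hit on visual review; inactive = activation not above 40% and no visual hit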;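 also: percent activation is computed from the nuclear over cytoplasmic p65 intensity ratio; values of inactives mirror those of a sister screen read the other way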
# Bcl-B TR3 displacers – displacers of TR3 peptide from Bcl-B, primary screen, selectivity assay for Bfl-1 inhibitor project, biochemical, fluorescence polarization | FP displacement of FITC-TR3 peptide from Bcl-B; higher % means a stronger effect | one-dose displacement, % at 20 µM; IC50 in µM for titrated hits | 96,000 tested, 0.11% active;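 active = displacement above 50% at 20 µM plus a fluorescence interference ratio under 1.5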;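 also: plate controls were wells without compound for no effect and wells lacking Bcl-B protein for full effect; a part of the inactive calls stands beside numbers as strong as those of hits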
# IL1B NFkB inh – blocks IL-1B driven NFkB nuclear translocation in HUVEC cells. HUVEC IL-1B NFkB p65 nuclear translocation imaging. inhibition, % at 2 µM. 94,000 tested, 0.43% active. AID 796;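 active = inhibition above about 30% together with a positive call from visual inspection of the well image, limit read from the data; inconclusive = inhibition above a set limit but visual check negative; inactive = inhibition not above a set limit, visual check negative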;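 also: nuclear over cytoplasmic p65 intensity ratio measured by imaging; 0% = IL-1B stimulated DMSO wells and 100% = unstimulated DMSO wells; values of inactives mirror those of a sister screen read the other way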
# MRP resist rev cytotoxicity – recorded beside MRP resist rev, whose call it bears; viability, %; H69AR cells, CellTiter-Glo, 72 h; measured here: cytotoxicity without doxorubicin
# MRP resist rev with doxorubicin – further read-out of MRP resist rev, marked with its call; viability, %; measured here: viability with 2 uM doxorubicin; stronger effect = lower value
# IL1B NFkB inh cell count 2 µM – second read-out of IL1B NFkB inh, no call of its own (marks repeat the call); cell count; measured here: cells passing quality filter;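 raw number of nuclei counted in each imaged well without normalization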
# NFkB transloc pot cell count 2 µM – also measured in NFkB transloc pot; calls as there; cell count; measured here: cells passing quality filter
# * marks the source's active call; other numbers are inactive results; ? = inconclusive; . = not tested or not shown. Not all compounds are listed, so the mix of outcomes need not match the whole.
SMILES,MRP resist rev,MRP resist rev cytotoxicity,MRP resist rev with doxorubicin,PLAP inhibition,NFkB transloc pot,NFkB transloc pot cell count 2 µM,Bcl-B TR3 displacers,IL1B NFkB inh,IL1B NFkB inh cell count 2 µM
O=C(CSc1nnc2scc(-c3ccccc3)n12)N1CCN(Cc2ccccc2)CC1,1,71,70,-77%,20,135,2%,-20,135
COc1ccccc1-c1cc(-c2ccccc2)nc(SC(C(N)=O)c2ccccc2)c1C#N (stereo unspecified),.,.,.,-5%,10,130,-55%,-10,130
COC(=O)c1cc(C(=O)c2ccc(Cl)cc2Cl)cn1C,.,.,.,13%,12,178,1%,-12,178
O=c1cc(Cn2ccnc2)c2cc3c(cc2o1)CCC3,11,91,80,13%,-6,121,-7%,6,121
COc1ccc(CCN(C(=S)Nc2ccccc2)C2CC(=O)N(c3ccccc3)C2=O)cc1 (stereo unspecified),.,.,.,-16%,-9,140,-2%,9,140
C=CCn1c(CCNC(=O)c2cccs2)nnc1SCC(=O)Nc1cccc(F)c1,-2,92,94,-53%,7,116,3%,-7,116
CN(C)C(=O)CSc1nnc(CCNC(=O)OC(C)(C)C)o1,.,.,.,12%,3,135,7%,-3,135
CCN1CCN(c2cc(C)c3cc(NC(=O)Cc4ccccc4OC)ccc3n2)CC1,.,.,.,-45%,-3,114,-3%,3,114
Fc1ccc2c(c1)C1C=CCC1C(c1cc3c(cc1Br)OCO3)N2 (stereo unspecified),.,.,.,-3%,?,.,5%,-75,126
Cc1noc(C)c1COC(=O)c1cccnc1SCC(=O)Nc1ccc2c(c1)OCO2,10,91,81,15%,-8,105,-4%,8,105
O=C(O)C(F)(F)S(=O)(=O)O,-12,94,106,-25%,-5,115,-4%,5,115
CCC(=O)Nc1ccc2nc(C3CC3)n(Cc3ccccc3)c(=O)c2c1,-6,63,69,-3%,-9,169,-4%,9,169
Cc1c(Cl)ccc2c1NC(=O)[C@]21N[C@@H](Cc2ccccc2)[C@H]2C(=O)N(c3ccc(F)cc3)C(=O)[C@H]21,-53,19,72,-51%,7,202,-10%,-7,202
CCOc1cccc(NC(=O)C2CCCN(S(=O)(=O)c3ccc(-n4cnnn4)cc3)C2)c1 (stereo unspecified),.,.,.,7%,-8,124,4%,8,124
OC1(CN2CCOCC2)C2CN3CCN(C2)CC1(c1ccccc1)C3 (stereo unspecified),.,.,.,.,-1,78,.,1,78
Cc1ccccc1NC(=S)NN1CCN(C)CC1,1,101,100,-7%,3,46,-8%,-2,46
CC1(C)NC(=O)N(CC(O)CNC23CC4CC(CC(C4)C2)C3)C1=O (stereo unspecified),9,97,87,-48%,0,138,4%,0,138
COc1ccc(Cn2nnnc2C(c2ccc(F)cc2)N2CCN(C3CCCC3)CC2)cc1 (stereo unspecified),-7,60,68,-79%,36,131,6%,-36,131
Cc1cc(C(=O)Nc2cccc3ncccc23)no1,-12,60,72,3%,4,116,3%,-4,116
Cc1ccc(S(=O)(=O)N(C)c2ccc(C(=O)O)cc2)cc1,-3,83,86,-4%,-15,136,-8%,15,136
COc1ccc(S(=O)(=O)NC(CC(=O)NCc2ccco2)c2ccco2)cc1 (stereo unspecified),12,112,100,-13%,9,107,4%,-9,107
CNc1nc(OCCNC(=O)Nc2ccccc2)nc(N2CCOCC2)n1,-9,78,87,5%,4,110,-7%,-4,110
O=C(COC(=O)c1cccnc1Cl)c1cccc(Cl)c1,0,96,96,18%,11,158,1%,-11,158
CCOC(=O)c1cc(-c2nnc(-c3ccc(Oc4ccccc4)cc3)o2)c(C)nc1C,2,93,91,-30%,-13,61,-5%,14,61
Cc1ccc(NC(=O)CN(C)C(=O)CCCN2C(=O)c3ccccc3C2=O)cc1,10,98,87,-18%,-4,199,-16%,4,199
O=C(O)c1cnc(-c2ccccc2)nc1Sc1cccc(Cl)c1,.,.,.,-46%,-1,153,0%,2,153
CCOC(=O)N1CCN(c2ncnc3c2cnn3-c2ccc(Cl)cc2)CC1,-2,69,71,-18%,0,73,7%,0,73
COc1ccc(CCn2c(SCC(=O)Nc3cc(C)on3)nc3ccsc3c2=O)cc1OC,-9,69,78,-12%,-1,162,-17%,1,162
Cc1cc(C)n(C2CC(=O)N(c3ccccc3)C2=O)n1 (stereo unspecified),9,108,99,.,-9,133,.,9,133
CCOC(=O)c1[nH]c(C)c(C(=O)NCCc2ccc(OC)cc2)c1C,9,95,86,-11%,.,.,-4%,.,.
CCOC(=O)c1ccccc1NC(=O)c1ccccc1N(C)S(C)(=O)=O,2,80,79,8%,16,145,-4%,-16,145
O=C(NCc1ccco1)C(c1ccncc1)N(CCC1=CCCCC1)C(=O)Cn1nnc2ccccc21 (stereo unspecified),-6,65,71,-25%,12,155,-4%,-12,155
CCOC(=O)C1=C(c2ccccc2)N=C2SCC(=O)N2C1c1ccc2c(c1)OCO2 (stereo unspecified),10,85,76,8%,6,200,-3%,-6,200
O=C(c1ccc(=O)oc1)N1CCN(C(c2ccccc2)c2ccccc2)CC1,-20,55,75,-35%,-9,94,-30%,9,94
Cc1ccc(S(=O)(=O)NCC2CCC(C(=O)NCc3ccco3)CC2)cc1 (stereo unspecified),6,91,85,0%,3,145,1%,-3,145
Cc1nn(C)c(C)c1S(=O)(=O)N1CCC(C(=O)NC(C)c2ccccc2)CC1 (stereo unspecified),11,97,85,4%,.,.,-6%,.,.
CNC(=O)CSc1nc(-c2ccccc2)c(-c2ccccc2)[nH]1,8,91,82,-24%,-4,126,-6%,4,126
CCOC(=O)C1C(=O)C(C(C)=O)C(=O)CC1CC(C)SCC (stereo unspecified),-2,98,100,-47%,-8,152,-3%,8,152
CCCCCCC1CC(CCC(=O)Nc2ccc([N+](=O)[O-])cc2)C(=O)O1 (stereo unspecified),.,.,.,27%,4,115,-5%,-4,115
Cc1cccc(C)c1NC(=O)CCCN1CC(C)OC(C)C1 (stereo unspecified),3,99,97,4%,9,65,-5%,-9,65

# Grouped by structure: the entries above with four or more nitrogen atoms
SMILES,MRP resist rev,MRP resist rev cytotoxicity,MRP resist rev with doxorubicin,PLAP inhibition,NFkB transloc pot,NFkB transloc pot cell count 2 µM,Bcl-B TR3 displacers,IL1B NFkB inh,IL1B NFkB inh cell count 2 µM
O=C(CSc1nnc2scc(-c3ccccc3)n12)N1CCN(Cc2ccccc2)CC1,1,71,70,-77%,20,135,2%,-20,135
C=CCn1c(CCNC(=O)c2cccs2)nnc1SCC(=O)Nc1cccc(F)c1,-2,92,94,-53%,7,116,3%,-7,116
CN(C)C(=O)CSc1nnc(CCNC(=O)OC(C)(C)C)o1,.,.,.,12%,3,135,7%,-3,135
CCN1CCN(c2cc(C)c3cc(NC(=O)Cc4ccccc4OC)ccc3n2)CC1,.,.,.,-45%,-3,114,-3%,3,114
CCOc1cccc(NC(=O)C2CCCN(S(=O)(=O)c3ccc(-n4cnnn4)cc3)C2)c1 (stereo unspecified),.,.,.,7%,-8,124,4%,8,124
Cc1ccccc1NC(=S)NN1CCN(C)CC1,1,101,100,-7%,3,46,-8%,-2,46
COc1ccc(Cn2nnnc2C(c2ccc(F)cc2)N2CCN(C3CCCC3)CC2)cc1 (stereo unspecified),-7,60,68,-79%,36,131,6%,-36,131
CNc1nc(OCCNC(=O)Nc2ccccc2)nc(N2CCOCC2)n1,-9,78,87,5%,4,110,-7%,-4,110
CCOC(=O)N1CCN(c2ncnc3c2cnn3-c2ccc(Cl)cc2)CC1,-2,69,71,-18%,0,73,7%,0,73
COc1ccc(CCn2c(SCC(=O)Nc3cc(C)on3)nc3ccsc3c2=O)cc1OC,-9,69,78,-12%,-1,162,-17%,1,162
O=C(NCc1ccco1)C(c1ccncc1)N(CCC1=CCCCC1)C(=O)Cn1nnc2ccccc21 (stereo unspecified),-6,65,71,-25%,12,155,-4%,-12,155
Cc1nn(C)c(C)c1S(=O)(=O)N1CCC(C(=O)NC(C)c2ccccc2)CC1 (stereo unspecified),11,97,85,4%,.,.,-6%,.,.

# Further results follow:
SMILES,MRP resist rev,MRP resist rev cytotoxicity,MRP resist rev with doxorubicin,PLAP inhibition,NFkB transloc pot,NFkB transloc pot cell count 2 µM,Bcl-B TR3 displacers,IL1B NFkB inh,IL1B NFkB inh cell count 2 µM
CCCN1CCN(CCCNC(=O)C2CCCN(c3nnc(-n4cccc4)s3)C2)CC1 (stereo unspecified),.,.,.,-42%,-8,204,-5%,8,204
CCCC(=O)Nc1ccc(Sc2ccc([N+](=O)[O-])cc2)cc1,.,.,.,18%,3,84,4%,-3,84
COc1ccc(-c2c(C)oc3c(CN4CCN(C)CC4)c(O)ccc3c2=O)cc1,8,77,69,-42%,.,.,-1%,.,.
CC(=O)NC(CC(C)C)C(=O)NC(=O)NCc1ccccc1 (stereo unspecified),2,103,100,-5%,.,.,1%,.,.
CC1CCN(C(=O)C2CC(c3ccc(F)cc3)=NO2)CC1 (stereo unspecified),7,96,89,0%,-18,109,3%,18,109
Cc1cc(NCCO)c2ccccc2n1,-6,87,94,5%,5,163,1%,-5,163
COc1ccc(OC)c(NC(=O)CSc2ccc3ccccc3c2)c1,7,94,87,16%,14,155,-20%,-14,155
Cc1nc2nc[nH]n2c(=O)c1NC(=O)c1cccc(OCC(C)C)c1,2,96,94,6%,23,170,-2%,-24,170
CCn1c(SCC(=O)Nc2ccccc2C)nnc1-c1ccccc1O,1,86,84,-11%,20,111,-2%,-20,111
Cn1c(CSc2nc3ccccc3s2)n[nH]c1=S,-2,94,96,-82%,12,124,-4%,-12,124
O=c1c2ccccc2nc2c3ccccc3c(NCCN3CCOCC3)nn12,-10,19,29,-66%,3,138,-5%,-3,138
CCOC(=O)c1ccc(COC(=O)c2cc3ccccc3oc2=O)o1,42,117,75,24%,-2,21,1%,2,21
CC1CCC2(CC1)N=C(N)Nc1nc3ccccc3n12 (stereo unspecified),-3,79,82,-36%,-8,158,-5%,8,158
Cc1nn2c(-c3ccco3)nnc2c2ccccc12,-28,64,92,22%,-4,156,-1%,4,156
O=C(Cc1nc(-c2ccc(Br)s2)cs1)NCCN1CCOCC1,6,87,81,2%,32,129,-4%,-32,129
CC(C)OC(=O)C(C#N)c1nc2ccccc2nc1N1CCN(Cc2ccccc2)CC1 (stereo unspecified),4,68,64,-18%,-10,177,-2%,10,177
CCCCSc1nnc2[nH]c(=O)cc(N)n12,-6,81,87,-5%,23,177,17%,-23,177
O=C(CCn1cccc1)Nc1cc(F)ccc1F,8,101,93,10%,1,99,8%,-1,99
O=C(OC1CCOC1=O)c1cc(-c2ccc(Cl)cc2)nc2ccccc12 (stereo unspecified),-1,96,97,-12%,1,178,-8%,-1,178
S=C(NN=C1CCCCCC1)Nc1ccc(Cl)cc1,15,86,71,-24%,8,158,-12%,-8,158

# Compound activity deposited in PubChem by several laboratories.
